hDAT+cocaine: changed hDAT dopamine uptake under cocaine IC80, either direction, primary screen, cocaine antagonist project, cell-based, LLC-PK1 hDAT, [14C]-dopamine uptake, MLSMR; Sodium-dependent dopamine transporter (Homo sapiens), Q01959; LLC-PK1 hDAT cells, [14C]-dopamine uptake with cocaine IC80; actives deviate in either direction; B-score at 10 µM; hit rate 1.3% among 110,000;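 active means Z score or B-score, a plate-position-corrected score, falls beyond the plate's 99.7% confidence bounds, in either direction; inactive means both scores lie inside the 99.7% bounds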;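 further: scored against the spread of the other compound wells on the same plate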
CYP2C19 inhib: blockers of cytochrome P450 2C19 activity – biochemical, luminescence, ADME assay, primary screen; CYP2C19 Supersomes, luciferin-H EGE luminescence, 30 min; inhibition, % at 5 µM; hit rate 21% among 96,000;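 active means CYP2C19 inhibition above a set limit at 5 µM in the primary screen, cut at about 50% in these data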;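 further: plate controls were negative control wells for no effect and 2.5 mM tranylcypromine positive control for full effect; values of inactives mirror those of a sister screen read the other way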
sEH inh: soluble epoxide hydrolase inhibitors, primary screen, biochemical, human sEH; Bifunctional epoxide hydrolase 2 (Homo sapiens), P34913; recombinant human sEH enzymatic activity assay; inhibition, % at 2 µM; hit rate 0.34% among 91,000; in the data active means inhibition above about 80%; further: values of inactives mirror those of a sister screen read the other way; many of its hits are not listed in these tables
Target sequence (P34913 whole entry, looked up): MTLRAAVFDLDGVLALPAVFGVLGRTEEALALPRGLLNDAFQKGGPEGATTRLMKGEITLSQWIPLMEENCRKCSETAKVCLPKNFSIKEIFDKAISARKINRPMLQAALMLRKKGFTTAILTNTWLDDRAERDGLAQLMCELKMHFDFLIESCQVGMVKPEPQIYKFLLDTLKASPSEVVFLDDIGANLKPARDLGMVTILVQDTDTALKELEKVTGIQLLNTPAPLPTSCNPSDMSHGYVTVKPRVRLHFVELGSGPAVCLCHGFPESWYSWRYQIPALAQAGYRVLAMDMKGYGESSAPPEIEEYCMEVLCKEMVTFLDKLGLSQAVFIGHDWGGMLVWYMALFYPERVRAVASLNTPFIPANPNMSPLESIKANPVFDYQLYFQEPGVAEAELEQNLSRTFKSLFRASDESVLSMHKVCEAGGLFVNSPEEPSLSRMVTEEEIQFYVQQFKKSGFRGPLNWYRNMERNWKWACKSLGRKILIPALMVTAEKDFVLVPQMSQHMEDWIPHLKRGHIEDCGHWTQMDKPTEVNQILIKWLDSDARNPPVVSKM
S1P2 ag: S1P2 receptor agonists, primary screen, cell-based; AID 729, 2007; activation, % at 4.5 µM; S1P2-expressing cell line, agonist reporter read-out; Sphingosine 1-phosphate receptor 2 (Homo sapiens), O95136; hit rate 0.46% among 97,000; in the data active means activation above about 16%;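 further: 0% = vehicle low control and 100% = maximal reference agonist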
Target sequence (O95136 whole entry, looked up): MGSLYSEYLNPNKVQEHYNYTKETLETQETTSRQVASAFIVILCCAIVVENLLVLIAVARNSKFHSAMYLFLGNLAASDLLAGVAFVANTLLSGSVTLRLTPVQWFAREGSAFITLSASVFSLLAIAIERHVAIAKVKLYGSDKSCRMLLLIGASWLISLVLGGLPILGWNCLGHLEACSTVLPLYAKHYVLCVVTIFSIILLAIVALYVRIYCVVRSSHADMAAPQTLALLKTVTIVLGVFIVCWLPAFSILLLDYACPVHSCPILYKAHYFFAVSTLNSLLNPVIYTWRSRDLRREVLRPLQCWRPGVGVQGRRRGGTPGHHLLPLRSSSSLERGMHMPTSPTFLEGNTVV
sEH act: soluble epoxide hydrolase activators, primary screen, biochemical, human sEH; AID 717, 2007; activation, % at 2 µM; Bifunctional epoxide hydrolase 2 (Homo sapiens), P34913; purified human sEH enzymatic activity, activator screen; hit rate 0.04% among 91,000; in the data active means activation above about 37%; further: values of inactives mirror those of a sister screen read the other way
PostGolgi yeast: phenotypic screen on post-Golgi transport, primary screen. AID 739, 2007. inhibition, % at 10 µM. hit rate 0.9% among 98,000. post-Golgi transport phenotypic cell assay;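 further: yeast cells grown in 1536-well plates; yeast grown about 18 h at 30C before absorbance read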
CYP2C19 act: human CYP2C19 activators, primary screen, biochemical, luminescence; recombinant CYP2C19, luciferin-H EGE luminescence; hits give high values; 0 = fully inhibited enzyme, 1 = untreated enzyme; activation factor at 5 µM; 96,000 tested, under 10 active; Cytochrome P450 2C19 (Homo sapiens), P33261;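 active means activation factor of at least 2 at 5 µM in the primary screen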;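 further: 0 = wells with 2.5 mM tranylcypromine and 1 = vehicle-only wells; values of inactives mirror those of a sister screen read the other way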
PostGolgi ctrl: growth inhibition of yeast control strain, primary screen, counter-screen for post-Golgi transport modulator project. efflux-deficient yeast background strain, growth absorbance A615, 16 h. inhibition, % at 10 µM. hit rate 5% among 98,000
S1P2 antag: human S1P2 receptor antagonists, primary screen, cell-based. Sphingosine 1-phosphate receptor 2 (Homo sapiens), O95136. cell-based S1P2 antagonist assay, inhibition at 5 uM. inhibition, % at 5 µM. hit rate 0.21% among 97,000; in the data active means inhibition above about 45%;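 further: CRE beta-lactamase reporter cells expressing human S1P2 stimulated with S1P; 0% = agonist at EC80 alone and 100% = agonist plus reference antagonist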
* = called active by the depositor; · = no result given. Unless noted, no stated cut-off is given here; in the data, active means inhibition above about 30%; inactive means the rest.

The line under a structure holds: CYP2C19 act | PostGolgi ctrl | CYP2C19 inhib | PostGolgi yeast | S1P2 ag | sEH act | hDAT+cocaine | sEH inh | S1P2 antag
O=c1c(C(c2nnnn2C2CCCCC2)N2CCCCC2)coc2ccc(Cl)cc12 (centres undefined)
 : 0.5 | 87* | 52* | 77* | · | · | 1.5 | · | ·
CCOC(=O)N1CCN(C(=O)CNCc2cccs2)CC1
 : 0.8 | -1 | 19 | -26 | -5 | 1 | -1.2 | -1 | 2
OC(CNCc1ccc(F)cc1)(c1ccc(F)cc1)c1ccc(F)cc1
 : 0.7 | -8 | 26 | -13 | -3 | · | 1.1 | · | 22
O=C(O)c1cccc(NCc2cccnc2)c1
 : 0.7 | 4 | 32 | -11 | -1 | 1 | -0.55 | -1 | 8
Cc1ccc(-n2c(-c3ccco3)nc3c(cnn3-c3ccc(C)cc3)c2=O)cc1
 : 1 | 5 | 3 | 1 | -4 | 10 | -0.3 | -13 | 9
O=C(CN1CCCCC1)Nc1ccc(S(=O)(=O)N2CCCCCC2)cc1
 : 1 | 1 | -2 | 11 | -1 | -12 | 0.31 | 12 | 12
CC1(C)CC(=O)C=C(NCCN2CCN(C(=O)Nc3ccc(Cl)cc3)CC2)C1
 : 0.9 | -2 | 7 | -6 | -3 | -16 | 0.013 | 14 | -2
Cc1ccc(-c2cc(=O)[nH]c3ccccc23)cc1
 : · | · | · | · | -4 | 0 | 0.53 | 1 | 3
Cc1[nH]n(-c2ccccc2)c(=O)c1C(C[N+](=O)[O-])c1ccc(Br)cc1 (centres undefined)
 : 0.5 | 13 | 53* | 26 | -4 | -6 | -1.6 | 8 | -16
CC(Sc1nnc(Cc2ccc([N+](=O)[O-])cc2)o1)C(N)=O (centres undefined)
 : 0.8 | 6 | 17 | -4 | -3 | -8 | 0.03 | 9 | 5
COc1ccccc1Oc1nc(-c2ccccc2)cc(C)c1S(C)(=O)=O
 : 0.9 | 21 | 10 | -1 | -3 | 1 | -0.43 | -3 | -4
O=C(NC1c2ccccc2-c2ccccc21)c1ccco1
 : 0.6 | 8 | 39 | 6 | -1 | 6 | 1.3 | -7 | 16
N#Cc1cc2cc3c(cc2nc1SCC(=O)OC1CCCCC1)OCO3
 : 0.7 | 5 | 32 | -5 | -4 | -3 | 0.2 | 1 | 2
Cc1cc(NC(=O)COc2ccc(N(C)S(=O)(=O)c3ccccc3)cc2)no1
 : 0.8 | -1 | 22 | -9 | -6 | · | 0.073 | · | 1
COC(=O)c1c(NC(=O)c2c(C)noc2C)sc2c1CCCCCC2
 : 1 | 8 | 0 | -6 | -2 | 7 | -0.81 | -4 | 3
Cc1sc(NC(=O)c2oc3ccccc3c2C)c(C#N)c1C
 : 0.9 | 6 | 6 | 2 | -5 | 4 | -0.54 | -1 | -10
CCS(=O)(=O)c1ccc2oc(SCC(=O)c3ccco3)nc2c1
 : 0.8 | 9 | 24 | 6 | -8 | 4 | -0.29 | -5 | 4
Cc1ccc(C(=O)O)cc1NC(=O)C1CCCN1S(=O)(=O)c1cccc2nsnc12 (centres undefined)
 : 1.1 | -1 | -8 | -4 | -1 | 1 | -0.21 | -4 | -1
CC1CCCCC1NC(=O)C1CCN(C(=O)c2sccc2-n2cccc2)CC1 (centres undefined)
 : 0.8 | 2 | 20 | -10 | · | · | 0.67 | · | ·
Cc1ccccc1OCc1nc(-c2ccc(-n3cccc3)cc2)no1
 : 1.1 | 3 | -7 | 0 | -1 | -4 | -0.89 | 6 | -7
O=C(N/C(=C/c1ccco1)C(=O)N1CCCC1)c1cccs1
 : 1.1 | -4 | -9 | -4 | -8 | -3 | -0.09 | 6 | 8
COC(=O)c1cc(Br)c(=O)n(-c2cc(C)on2)c1
 : 0.4 | 5 | 59* | 0 | -3 | 6 | -2 | -3 | -2
O=C(C/C=N/OCc1c(Cl)cccc1Cl)c1ccc(Cl)cc1
 : 0.8 | 17 | 17 | 8 | -5 | 7 | 0.085 | -7 | 6
O=C(CN(c1ccc2c(c1)OCCO2)S(=O)(=O)c1ccccc1)NCC1CCCO1 (centres undefined)
 : 0.6 | -9 | 35 | 0 | -4 | 0 | 0.63 | -2 | -4
Cc1ccc(N2CCCn3c2cc(C)c(C#N)c3=O)cc1Cl
 : · | · | · | · | -5 | -5 | -1.9 | 4 | 10
O=C(COC(=O)c1ccc(S(=O)(=O)NCc2ccco2)cc1)NC1CCCCC1
 : 1 | -7 | 3 | 17 | -1 | -69 | 0.15 | 68 | -34
CC(Sc1nnc(CNc2cccc3ccccc23)n1-c1ccccc1)C(=O)N/N=C/c1ccco1 (centres undefined)
 : 0.8 | 10 | 15 | 1 | -1 | -1 | 0.67 | 4 | -10
COc1ccc(S(=O)(=O)N(C)CC(=O)N2CCC(C)CC2)cc1Cl
 : 0.9 | 7 | 7 | -1 | -9 | -7 | -0.0088 | 9 | 15
COc1cc([N+](=O)[O-])cc(CN2CCCCC2)c1O
 : 1 | 19 | 0 | -2 | -9 | -8 | -1.2* | 8 | 1
CCC(=O)Nc1cc2nn(-c3ccc(OC)cc3)nc2cc1C
 : 0.9 | -1 | 7 | -2 | · | · | -1.2 | · | ·

Two entries picked at random from the list so far:
The line under a structure holds: CYP2C19 act | PostGolgi ctrl | CYP2C19 inhib | PostGolgi yeast | S1P2 ag | sEH act | hDAT+cocaine | sEH inh | S1P2 antag
Cc1ccc(-c2cc(=O)[nH]c3ccccc23)cc1
 : · | · | · | · | -4 | 0 | 0.53 | 1 | 3
COc1cc([N+](=O)[O-])cc(CN2CCCCC2)c1O
 : 1 | 19 | 0 | -2 | -9 | -8 | -1.2* | 8 | 1

(list continues)
The line under a structure holds: CYP2C19 act | PostGolgi ctrl | CYP2C19 inhib | PostGolgi yeast | S1P2 ag | sEH act | hDAT+cocaine | sEH inh | S1P2 antag
O=C(NCCC1=CCCCC1)c1cc2c(s1)CS(=O)(=O)C2
 : 0.9 | -5 | 7 | 2 | -8 | -49 | -0.011 | 48 | 6
CCS(=O)(=O)N1Cc2ccccc2CC1C(=O)OCC(=O)Nc1ccc(C)cc1 (centres undefined)
 : 0.3 | 6 | 75* | 4 | -2 | -8 | 1.3 | 8 | 10
CC1=C(C(N)=O)C(c2ccccn2)n2nc(SCc3ccccc3)nc2N1 (centres undefined)
 : · | · | · | · | -8 | 1 | -0.13 | -3 | 4
O=C(Nc1cccc2ncccc12)c1ccc(-c2ccc(Br)cc2)o1
 : 0.9 | 11 | 13 | 0 | -6 | 0 | 1.1 | 2 | 7
CCn1c(SCC(N)=O)nnc1-c1ccc(S(=O)(=O)N2CCN(C)CC2)cc1
 : 0.9 | 7 | 9 | 0 | -1 | -12 | 0.99 | 12 | 2
CCCNC(=S)Nc1ccc(Oc2ccccc2)cc1
 : 0.3 | 13 | 68* | -7 | 0 | 6 | 0.028 | -4 | -4
COC(=O)c1ccc(-c2n[nH]c(=O)c3ccccc23)cc1
 : · | 7 | · | 2 | -6 | -2 | 0.12 | 7 | -5
Cc1cc(/C=N/n2cnnc2)c(C)n1-c1ccc2c(c1)OCO2
 : 0 | 3 | 100* | -4 | -4 | -2 | 0.064 | 2 | 11
COc1cc(OC)c(C(=O)Nc2ccc(S(=O)(=O)Nc3ncccn3)cc2)cc1OC
 : 1.1 | -6 | -5 | 9 | -3 | 0 | 1.1 | -2 | -12
CS(=O)(=O)N1CCN(c2ccc(NC(=O)CSc3ccc(Cl)cc3)cc2)CC1
 : 1 | 2 | -2 | 5 | -3 | -66 | -1.5 | 66 | -4
CCc1nnc(NC(=O)C(C)N2C(=O)C3C4C=CC(C4)C3C2=O)s1 (centres undefined)
 : 1.2 | -1 | -16 | 10 | -6 | 12 | -0.01 | -11 | 4
COc1ccccc1NS(=O)(=O)c1ccc(C)c(C(=O)NCC2CCCO2)c1 (centres undefined)
 : 0.6 | 12 | 42 | -1 | -6 | · | 0.00054 | · | 20
Cc1cc(C)n2nc(SCC(=O)N/N=C/c3ccc(F)cc3)nc2n1
 : 0.8 | 16 | 25 | -9 | -3 | -15 | 0.72 | 16 | 2
CSc1ccc(-c2nc(CSCC(=O)N3CCOCC3)c(C)o2)cc1
 : 0.9 | 10 | 9 | 8 | -4 | · | -0.41 | · | -6
Cc1ccc(-c2nnc(-c3ccc(NC(=O)c4ccco4)cc3)o2)cc1
 : 0.3 | 5 | 67* | -4 | -2 | 0 | 0.43 | 4 | -1
Cn1c(C(=O)N2CCN(c3ccc(Cl)cc3)CC2)cc2c(=O)[nH]c3ccccc3c21
 : 0.8 | 10 | 22 | -3 | -5 | -12 | 0.76 | 12 | 8
CCOc1ccc(NC(=O)c2cccc(OC(=S)N3CCC(C)CC3)c2)cc1
 : 0.1 | 15 | 94* | 1 | -4 | -70 | · | 70 | 5
Cc1ccc(-c2nn(CC(=O)NC(C)c3ccccc3)c(=O)c3ccccc23)cc1 (centres undefined)
 : 0.8 | 6 | 22 | -20 | -18 | 18 | -0.22 | -17 | 0
CCOc1ccc(NC(=O)Cn2nnc(C(=O)NCc3ccco3)c2N)cc1
 : 1 | 15 | 0 | -5 | -7 | -7 | 0.083 | 8 | 4
O=C1CC(N2CCN(c3ccc(F)cc3)CC2)C(=O)N1Cc1cccs1 (centres undefined)
 : 0.7 | 5 | 30 | -9 | -1 | -4 | 0.85 | 9 | 13
Cc1cc(NC(=O)COC(=O)CSc2nc3cc(Cl)ccc3n2Cc2ccccc2)no1
 : 0.8 | 11 | 25 | 0 | -4 | -11 | 1.3 | 9 | -15
COc1ccc(C2=Nn3c(nnc3-c3ccncc3)SC2)cc1
 : 0.7 | 23 | 34 | 1 | -7 | 4 | -0.17 | -5 | -6
CCn1cc(C(=O)N2CCCc3ccccc32)c2cc(OC)c(OC)cc2c1=O
 : 0.4 | 20 | 56* | -3 | 4 | · | · | · | -29
CCOC(=O)CSc1nnc(-c2cccnc2)n1Cc1ccccc1
 : 0.9 | 1 | 8 | -4 | -2 | 6 | 0.015 | -3 | -12
COc1ccccc1N1CCN(S(=O)(=O)c2cccc3nsnc23)CC1
 : 0.6 | 3 | 43 | 1 | 0 | -12 | 1.3 | 15 | 9
O=C1N(Cc2ccccc2F)c2ccccc2C12OCCCO2
 : 0.4 | 8 | 57* | -13 | 0 | 3 | -1.1 | 1 | -11
COc1ccc(CCNC(=O)c2cnccn2)cc1
 : 0.5 | -7 | 53* | -10 | · | 27 | 0.047 | -21 | ·
COCCCNC(=O)CSc1nc2ccc(N3CCOCC3)cc2c(=O)n1CCc1ccccc1
 : · | · | · | · | -2 | -5 | 1.2 | 1 | 16
NS(=O)(=O)c1ccc(NC(=O)N[C@@H](Cc2ccccc2)C(=O)O)cc1
 : · | · | · | · | -9 | 12 | -0.4 | -10 | -3
COc1ccc(-c2ccc(SCC(=O)NCc3ccco3)nn2)cc1
 : 0.9 | -2 | 12 | 8 | -4 | 4 | -0.62 | -4 | 18
CCCCCc1nc2ccccc2c(=O)n1N
 : 0.4 | 12 | 60* | 4 | -3 | 6 | -0.14 | -7 | -4
Cc1cc(C)nc(SCc2nnc(SCC#N)n2-c2cccc(Cl)c2)n1
 : 0.7 | 1 | 29 | 2 | 0 | -1 | -0.39 | 2 | 7
CCOC(=O)Cn1c(CN(Cc2ccccc2)Cc2ccccc2)nc2c1c(=O)[nH]c(=O)n2C
 : 0.8 | 12 | 16 | -1 | -3 | 3 | 2.1 | -2 | -1

High-throughput results deposited in PubChem BioAssay by several laboratories.
